Source: PubChem
ROS inducer = raises reactive oxygen species in U2OS cancer cells | U2OS ROS induction, H2DCF-DA fluorescence | ROS induction (% of piperlongumine), % at 10 µM | 46,000 compounds, 2% hits | AID 624156; in the data active = ROS induction above about 79%, passing the limit was not always enough;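 also: 0% = DMSO vehicle median and 100% = reference compound median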
* = called active by the depositor. The list is partial, so the mix of outcomes need not match the whole.

A first look:
C[C@H]1CN([C@@H](C)CO)C(=O)c2cccc(NS(=O)(=O)c3ccc(Cl)cc3)c2O[C@H]1CN(C)Cc1ccc2c(c1)OCO2
- ROS inducer: -2

C[C@H]1CN([C@@H](C)CO)C(=O)Cc2cc(NC(=O)Cc3cn(C)c4ccccc34)ccc2O[C@H]1CN(C)Cc1ccccc1
- ROS inducer: 13

COc1ccc(NC2=Nc3ccccc3CCC2)cc1
- ROS inducer: -1

The list itself, from the first entry:
C[C@H]1CN([C@@H](C)CO)C(=O)c2cccc(NS(=O)(=O)c3ccc(Cl)cc3)c2O[C@H]1CN(C)Cc1ccc2c(c1)OCO2
- ROS inducer: -2

C[C@H]1CN([C@@H](C)CO)C(=O)Cc2cc(NC(=O)Cc3cn(C)c4ccccc34)ccc2O[C@H]1CN(C)Cc1ccccc1
- ROS inducer: 13

COc1ccc(NC2=Nc3ccccc3CCC2)cc1
- ROS inducer: -1

C[C@H]1CN([C@@H](C)CO)C(=O)c2cc(NC(=O)C3CCCCC3)ccc2O[C@H]1CN(C)C(=O)Nc1ccc(F)cc1
- ROS inducer: 9

C[C@H](CO)N1C[C@H](C)[C@@H](CN(C)C(=O)Nc2cccc3ccccc23)OCc2cnnn2CCCC1=O
- ROS inducer: 6

C[C@@H]1CN([C@H](C)CO)C(=O)c2cc(NC(=O)Nc3ccc(F)cc3)ccc2O[C@H]1CN(C)Cc1ccccc1
- ROS inducer: 6

C[C@@H]1CN([C@H](C)CO)C(=O)c2cc(NC(=O)CCN3CCOCC3)ccc2O[C@@H]1CN(C)Cc1ccc(Cl)c(Cl)c1
- ROS inducer: 0

C[C@@H]1CN([C@@H](C)CO)C(=O)c2cccc(NC(=O)Nc3cccc4ccccc34)c2O[C@@H]1CN(C)Cc1ccc2c(c1)OCO2
- ROS inducer: 25

C[C@H]1CN([C@@H](C)CO)C(=O)c2cc(NS(=O)(=O)c3ccccc3)ccc2O[C@@H]1CN(C)Cc1ccc(Cl)c(Cl)c1
- ROS inducer: 34

Cc1ccc(S(=O)(=O)Nc2cccc3c2O[C@H](CN(C)C(=O)Nc2ccc(F)cc2)[C@@H](C)CN([C@H](C)CO)C3=O)cc1
- ROS inducer: -10

COc1ccc(-n2c(SCC(=O)Nc3ccc(Cl)cc3Cl)nnc2-c2ccncc2)cc1
- ROS inducer: 0

CCC(=O)NC(Nc1cccnc1Cl)(C(F)(F)F)C(F)(F)F
- ROS inducer: -4

CN(C(=O)c1cc2c(s1)-c1ccc(Cl)cc1SC2)c1cccc(Cl)c1
- ROS inducer: -5

COC(=O)C1=CO[C@@H](O[C@@H]2O[C@H](CO)[C@@H](O)[C@H](O)[C@H]2O)[C@H]2[C@@H]1[C@H](OC(=O)/C=C\c1ccc(O)cc1)C[C@]2(C)OC(C)=O
- ROS inducer: 7

O=C(CCc1nc(-c2ccccc2Cl)no1)Nc1cccc([N+](=O)[O-])c1
- ROS inducer: -1

NC(=O)C1CCN(C(=O)c2n[nH]c(=O)c3ccccc23)CC1
- ROS inducer: -18

C[C@H]1CN([C@@H](C)CO)C(=O)Cc2cc(NC(=O)Nc3ccc(F)cc3)ccc2O[C@H]1CN(C)Cc1ccc2c(c1)OCO2
- ROS inducer: 6

C[C@H]1CN([C@@H](C)CO)C(=O)c2cc(NS(=O)(=O)c3ccccc3)ccc2O[C@H]1CN(C)C(=O)Nc1ccccc1
- ROS inducer: 3

C[C@H]1CN([C@@H](C)CO)C(=O)Cc2cc(NC(=O)Nc3ccc(C(F)(F)F)cc3)ccc2O[C@H]1CN(C)S(=O)(=O)c1cccs1
- ROS inducer: 18

C[C@H]1CN([C@@H](C)CO)C(=O)c2cc(NS(=O)(=O)c3ccccc3)ccc2O[C@H]1CN(C)S(=O)(=O)c1ccc(Cl)cc1
- ROS inducer: 3

C[C@@H]1CN([C@H](C)CO)C(=O)c2cccc(NC(=O)Nc3ccc4c(c3)OCO4)c2O[C@H]1CN(C)Cc1ccc(-c2ccccc2)cc1
- ROS inducer: 0

Cc1ncc([N+](=O)[O-])n1CC(=O)N(C)c1ccccc1
- ROS inducer: -2

COc1ccc2c(OC)c3ccoc3nc2c1OC
- ROS inducer: -9

C[C@@H]1CN([C@H](C)CO)C(=O)CCCn2nncc2CO[C@H]1CN(C)S(=O)(=O)c1ccc(-c2ccccc2)cc1
- ROS inducer: 17

Cc1sc2nc(SCc3nc(-c4ccccc4)no3)n(-c3ccccc3)c(=O)c2c1C
- ROS inducer: 11

CC(C)OC(=O)CSc1nnc(-c2ccccc2F)n1-c1ccccc1
- ROS inducer: -1

COc1ccc(S(=O)(=O)Nc2ccc3c(c2)C(=O)N([C@@H](C)CO)C[C@@H](C)[C@@H](CN(C)Cc2ccncc2)O3)cc1
- ROS inducer: -2

COc1ccccc1NC(=O)c1ccccc1NC(=O)CCc1ccccc1
- ROS inducer: 6

COC(=O)c1ccccc1NC(=O)c1ccccc1Br
- ROS inducer: 22

C[C@H](CO)N1C[C@H](C)[C@@H](CN(C)Cc2ccncc2)Oc2ccc(NC(=O)CCN3CCOCC3)cc2C1=O
- ROS inducer: -8

Nn1c(CSc2ccccn2)nc2ccccc2c1=O
- ROS inducer: -9

O=S1(=O)CCC(NC(=S)N2CCCCC2)C1 (configuration not stated)
- ROS inducer: 14

C[C@@H]1CN([C@H](C)CO)C(=O)c2cc(NC(=O)C3CC3)ccc2O[C@@H]1CN(C)Cc1ccc(Oc2ccccc2)cc1
- ROS inducer: 4

COc1ccc(S(=O)(=O)Nc2ccc3c(c2)C(=O)N([C@@H](C)CO)C[C@@H](C)[C@@H](CN(C)Cc2ccc(C(F)(F)F)cc2)O3)cc1
- ROS inducer: 9

C[C@H]1CN([C@@H](C)CO)C(=O)c2cc(NC(=O)c3ccncc3)ccc2O[C@@H]1CN(C)S(=O)(=O)c1ccccc1
- ROS inducer: -9

C[C@H](CO)N1C[C@H](C)[C@H](CN(C)C(=O)Nc2ccc(F)cc2)Oc2ncc(-c3cccc(C(F)(F)F)c3)cc2C1=O
- ROS inducer: 91*

COc1ccc(S(=O)(=O)Nc2ccc3c(c2)CC(=O)N([C@@H](C)CO)C[C@@H](C)[C@@H](CN(C)Cc2ccccc2)O3)cc1
- ROS inducer: 2

C[C@@H]1CN([C@@H](C)CO)C(=O)c2cc(NC(=O)CCC(F)(F)F)ccc2O[C@@H]1CN(C)S(=O)(=O)c1ccc(Cl)cc1
- ROS inducer: -3

O=C(N/N=C/c1ccc(Br)s1)c1ccccc1O
- ROS inducer: -16

O=C(CC1C(=O)N(c2ccccc2)C(=S)N1CCc1ccc(F)cc1)Nc1ccc(F)cc1 (configuration not stated)
- ROS inducer: -4

CC(C(=O)N1CCCCC1)n1c2ccccc2c2cnn(C)c(=O)c21 (configuration not stated)
- ROS inducer: -11

COc1ccc(CN(C)C[C@H]2Oc3ccc(NS(=O)(=O)c4ccc(C)cc4)cc3C(=O)N([C@H](C)CO)C[C@@H]2C)cc1
- ROS inducer: 37

COc1cc(C(=O)/C=C/Nc2ccccc2C(N)=O)cc(OC)c1OC
- ROS inducer: 15

COC(=O)c1ccc(NC(=O)CSc2nnc(-c3cccc(Cl)c3)n2C)cc1
- ROS inducer: -1

CN/C(=C/[N+](=O)[O-])NCCSCc1csc(CN(C)C)n1
- ROS inducer: -3

COc1ccc(NC(=O)N(C)C[C@@H]2Oc3ccc(NC(=O)Nc4c(C)noc4C)cc3CC(=O)N([C@@H](C)CO)C[C@@H]2C)cc1
- ROS inducer: 2

Cc1ccc(S(=O)(=O)N(C)C[C@@H]2Oc3c(NC(=O)NC4CCCCC4)cccc3C(=O)N([C@H](C)CO)C[C@@H]2C)cc1
- ROS inducer: -1

COc1ccc(NC(=O)Nc2ccc3c(c2)C(=O)N([C@H](C)CO)C[C@H](C)[C@H](CN(C)S(=O)(=O)c2ccccc2)O3)cc1
- ROS inducer: -4

CN1/C(=C\C=C2\C(=O)Oc3ccccc3C2=O)C(C)(C)c2ccccc21
- ROS inducer: 70

Cc1noc(C)c1S(=O)(=O)Nc1ccc2c(c1)CC(=O)N([C@@H](C)CO)C[C@H](C)[C@H](CN(C)C(=O)Nc1ccc(F)cc1)O2
- ROS inducer: -7

C[C@@H]1CN([C@H](C)CO)C(=O)c2cccc(NC(=O)C3CC3)c2O[C@H]1CN(C)Cc1ccc(-c2ccccc2)cc1
- ROS inducer: 43

Cc1ccc(S[C@]2(C(=O)NC3CC3)CC(=O)N(C3CCCCC3)[C@@H]2c2ccc(CO)cc2I)cc1
- ROS inducer: 11

C[C@H]1CN([C@@H](C)CO)C(=O)Cc2cc(NC(=O)NC3CCCCC3)ccc2O[C@H]1CN(C)Cc1ccc(C(F)(F)F)cc1
- ROS inducer: 7

Cc1cc2c(=O)n(Cc3ccco3)c(SCC(=O)c3ccc(Cl)s3)nc2s1
- ROS inducer: 25

Cn1nnc2cc(NC(=O)NCCO)ccc21
- ROS inducer: -19

CCC1(C)Cc2ccccc2-c2nc(NCCCO)n(-c3ccc(C)cc3)c(=O)c21 (configuration not stated)
- ROS inducer: 44

C[C@H]1CN([C@@H](C)CO)C(=O)c2cc(NC(=O)Nc3ccccc3)ccc2O[C@@H]1CN(C)C(=O)Nc1ccc(F)cc1
- ROS inducer: -9

C[C@H](CO)N1C[C@H](C)[C@@H](CN(C)Cc2ccc(C(F)(F)F)cc2)Oc2ccc(NC(=O)CCC(F)(F)F)cc2C1=O
- ROS inducer: -2

C[C@H](CO)N1C[C@H](C)[C@@H](CN(C)C(=O)Nc2ccccc2)Oc2ccc(NC(=O)Cc3ccccc3)cc2C1=O
- ROS inducer: -1

O=C(O)CC1CCC(CC(O)/C=C\C/C=C\CCCCCO)O1 (configuration not stated)
- ROS inducer: 5

CCN(CC)S(=O)(=O)c1cc(-c2nnc(-c3ccc(C)cc3)o2)ccc1C
- ROS inducer: 33

Cc1ccc(S(=O)(=O)n2nc(C)cc2C)cc1
- ROS inducer: -9

C[C@H]1CN([C@@H](C)CO)C(=O)Cc2cc(NC(=O)Nc3ccc(C(F)(F)F)cc3)ccc2O[C@@H]1CN(C)C(=O)NC1CCCCC1
- ROS inducer: 1

CSc1cccc(NC(=O)CSc2nnc(N)s2)c1
- ROS inducer: 12

CCOc1c(O)ccc(C(c2c[nH]c3ccccc23)c2c[nH]c3ccccc23)c1[N+](=O)[O-]
- ROS inducer: 1

C=C1[C@H]2CC[C@H](C(=O)O)[C@@]23CC[C@H](C3)C1(C)C
- ROS inducer: -6

COc1ccc(S(=O)(=O)N(C)C[C@@H]2Oc3c(NS(=O)(=O)c4ccc(Cl)cc4)cccc3C(=O)N([C@@H](C)CO)C[C@@H]2C)cc1
- ROS inducer: 67

CCOC(=O)CC(N)c1cccc(O)c1 (configuration not stated)
- ROS inducer: -4

COc1ccc(S(=O)(=O)N(C)C[C@@H]2Oc3ccc(NS(=O)(=O)c4c(C)noc4C)cc3CC(=O)N([C@@H](C)CO)C[C@@H]2C)cc1
- ROS inducer: 1

C[C@H](CO)N1C[C@H](C)[C@H](CN(C)Cc2ccc(C(F)(F)F)cc2)Oc2ccc(NC(=O)C3CCCCC3)cc2C1=O
- ROS inducer: 21

O=C(NCc1ccccn1)c1cc(-c2ccccc2)on1
- ROS inducer: -7

Cc1nc(-c2c(C(=O)NN)noc2C)cs1
- ROS inducer: -7

Cc1ccc2c(c1)c1nnc(SCCN3CCOCC3)nc1n2C
- ROS inducer: 4

C[C@H]1CN([C@@H](C)CO)C(=O)c2cccc(NC(=O)Nc3ccc4c(c3)OCO4)c2O[C@H]1CN(C)S(=O)(=O)c1ccc(Cl)cc1
- ROS inducer: 3

C[C@H](CO)N1C[C@H](C)[C@H](CN(C)S(=O)(=O)c2ccc(F)cc2)Oc2c(NC(=O)Nc3ccc(F)cc3)cccc2C1=O
- ROS inducer: -3

C[C@@H]1CN([C@H](C)CO)C(=O)c2cc(NC(=O)Cc3ccccc3)ccc2O[C@@H]1CN(C)S(=O)(=O)c1ccccc1
- ROS inducer: -2

O=C(CCN1CCN(c2ccccc2)CC1)c1ccc2ccccc2c1
- ROS inducer: 15

CNC(=O)c1ccccc1Sc1ccccc1C(=O)NC
- ROS inducer: -1

C=CCN1Cc2ccccc2[C@@H]2OC(c3ccc(OCCCO)cc3)=N[C@]2(CCS(=O)(=O)c2ccccc2)C1=O
- ROS inducer: 51

COC(=O)c1c(NC(=O)COc2ccccc2C(C)C)sc2c1CCCC2
- ROS inducer: -8

COc1ccc(S(=O)(=O)N(C)C[C@H]2Oc3c(NC(=O)Nc4ccc5c(c4)OCO5)cccc3C(=O)N([C@H](C)CO)C[C@@H]2C)cc1
- ROS inducer: 20

O=C(CSc1nnc(-c2cnccn2)n1-c1ccccc1)Nc1ccc(Br)cc1
- ROS inducer: 2

CC(CN1CCCCC1)NC(=O)c1cc(-c2ccccn2)nc2ccc(Cl)cc12 (configuration not stated)
- ROS inducer: 10

C[C@H](CO)N1C[C@H](C)[C@H](CN(C)S(=O)(=O)c2cn(C)cn2)Oc2ccc(NC(=O)CCCCCC(=O)Nc3ccccc3N)cc2C1=O
- ROS inducer: -2

C[C@@H]1CN([C@@H](C)CO)C(=O)c2cccc(NS(=O)(=O)c3cccs3)c2O[C@H]1CN(C)C(=O)Nc1ccc(C(F)(F)F)cc1
- ROS inducer: -9

COc1ccc(CN(C)C[C@H]2Oc3ccc(NC(=O)NC(C)C)cc3CC(=O)N([C@@H](C)CO)C[C@@H]2C)cc1
- ROS inducer: 10

C[C@H](CO)N1C[C@H](C)[C@@H](CN(C)S(C)(=O)=O)Oc2c(NC(=O)C3CCCCC3)cccc2C1=O
- ROS inducer: -4

C[C@@H]1CN([C@H](C)CO)C(=O)c2cccc(NC(=O)NC3CCCCC3)c2O[C@@H]1CN(C)S(=O)(=O)c1ccc(F)cc1
- ROS inducer: -5

C[C@H](CO)N1C[C@H](C)[C@@H](CN(C)Cc2ccc(Oc3ccccc3)cc2)Oc2ccc(NC(=O)CCN3CCOCC3)cc2C1=O
- ROS inducer: 0

C[C@H](CO)N1C[C@H](C)[C@@H](CN(C)Cc2ccc(Cl)c(Cl)c2)OCc2cn(nn2)CCCC1=O
- ROS inducer: 11

COc1ccc(-c2noc(=O)n2Cc2cccc(C)c2)cc1
- ROS inducer: 34

Cc1ccc(S(=O)(=O)N2C(=O)CCC2C(N)=O)cc1 (configuration not stated)
- ROS inducer: 0

COc1ccc(NC(=O)N(C)C[C@@H]2Oc3c(NC(=O)Nc4ccccc4)cccc3C(=O)N([C@H](C)CO)C[C@H]2C)cc1
- ROS inducer: -10
